ELG1 genotox = qHTS screen for small molecules that induce genotoxicity in human embryonic kidney (HEK293T) cells expressing luciferase-tagged ELG1; HEK293T ELG1-luciferase reporter, luminescence, 16 h; Potency, µM (titrated, usually from 46 µM), for inactives: at the highest dose activity change, positive = activation, actives largely listed as activators; actives 1.3% (n = 330,000); further: potency means the concentration at half of the fitted maximal effect; % of control where 0% means no effect; nearly all actives have a fitted effect of over 60% in size
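Screening used a luciferase reporter fused to human ELG1 in HEK293T cells. Luminescence was read on a CCD plate imager after 16 hr exposure and 30 min ONE-Glo incubation.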
Eya2 phos inh = qHTS Assay for Inhibitors of the Phosphatase Activity of Eya2 | Protein phosphatase EYA2 (Homo sapiens), O00167 | recombinant Eya2, OMFP fluorescence dephosphorylation (OMFP is methylfluorescein phosphate) | Potency, µM (highest dose often 76.9 µM), for inactives: at the top dose activity, negative = inhibition, hits mostly inhibitors | actives 0.006% (n = 330,000); further: potency means the concentration at half of the fitted maximal effect; on the % scale 0 is the no-effect control and ±100 the full control effect
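Eya2 protein (added as 0.2 uM solution) was preincubated with compound for 10 min at ambient temperature in 50 mM HEPES pH 7.5, 50 mM NaCl, 5 uM MgCl2, 0.05% BSA, 1 mM DTT. OMFP (added at 50 uM) then reacted 10 min; fluorescence read at 485/525 nm.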
USP2a inh = qHTS Assay for Inhibitors of Ubiquitin-specific Protease USP2a Using CHOP2 as the Reporter; Ubiquitin carboxyl-terminal hydrolase 2 (Homo sapiens), O75604; USP2 core, Ub-CHOP2 coupled fluorogenic reporter, 485/531; Potency, µM (doses to about 38.3 µM), inactives show at the highest dose activity change, negative = inhibition, usual class: inhibitors; actives 0.01% (n = 330,000); AID 463254, 2010;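 further: potency means the concentration at half of the fitted maximal effect; plate controls were DMSO wells for no effect and full inhibition by NEM control for full effect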
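Cell-free coupled assay: 10nM USP2 core preincubated 30min RT with compound in Tris-HCl pH 8.0/CaCl2/CHAPS buffer, then 25nM Ub-CHOP2 and 25nM reporter substrate; fluorescence (Ex 485/Em 531) read after 60min RT, normalized to NEM inhibition, concentration-response curves fitted.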
BRCA1 expr act = qHTS Assay to Identify Small Molecule Activators of BRCA1 Expression | actives 1.1% (n = 380,000) | Potency, µM (top dose mostly 46.1 µM), for inactives: at the top dose activation, usual class: activators | MCF7-BRCA1-FFLuc reporter, luminescence, 48 h; response scale: scaled: vehicle 0%, 10 µM genistein 100% | AID 624202, 2012; further: potency means the concentration at half of the fitted maximal effect; nearly all actives have a fitted effect of over 80% in size; some results filed as inactive show a strong effect at the top dose
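First, MCF7-BRCA1-FFLuc cells (2000/well) attach for 2 h; next, compounds are pin-added and incubated 48 h at 37 °C; finally, luciferase reagent is added and luminescence read after 15 min.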
uPA surface inh = qHTS for Inhibitors of Cell Surface uPA Generation; AID 540303, 2011; cell surface uPA generation assay, qHTS; actives 0.31% (n = 330,000); Potency, µM (highest dose often 38.3 µM), for inactives: at the highest dose activity change, negative = inhibition, most hits filed as inhibitors; active means well fitted inhibition curve with a large enough effect; inconclusive means small, poorly fitted or top-dose-only effect; inactive means no such curve, though single readings can be large or run the other way; tested in mouse RAW 264.7 cells; further: potency means the concentration at half of the fitted maximal effect; on the % scale 0 is the no-effect control and ±100 the full control effect; nearly all actives have a fitted effect of over 55% in size
a7 integrin act = qHTS for Activators of Integrin-Mediated Alleviation for Muscular Dystrophy. actives 0.064% (n = 350,000). Potency, µM (titrated, usually from 38.3 µM), inactives show top-dose activation, actives largely listed as activators. alpha7betagal myoblasts, beta-gal FDG fluorescence, 48 h;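 further: potency means the concentration at half of the fitted maximal effect; 100% = response of the positive control SU9516; nearly all actives have a fitted effect of over 60% in size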
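Alpha7betagal+/- myoblasts (passage 13) were plated 16-24 hr, then exposed to compounds (1:260 dilution of DMSO stock) for 48 hours at 37C. After MPER lysis, β-galactosidase reporter activity was read as FDG fluorescence (ex 480/em 540) after 30 minutes.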
TSG101-PTAP inh = qHTS Assay for Iinhibitors of HIV-1 Budding by Blocking the Interaction of PTAP/TSG101 | Tumor susceptibility gene 101 protein (Homo sapiens), Q99816 | Fluorescence polarization, FITC-PTAP peptide / Tsg101 binding | Potency, µM (top dose mostly 115 µM), for the others: at the top dose activity change, negative = inhibition, usual class: inhibitors | 340,000 tested, under 10 active | AID 493005, 2010; active means well fitted inhibition curve with a large enough effect in the main read-out, with a control signal flat, not every such curve was filed as active; inconclusive means small, poorly fitted or top-dose-only effect, or effect the other way, or a change in a side signal; inactive means no such curve, though single readings can be large or run the other way; further: potency means the concentration at half of the fitted maximal effect; % of control where 0% means no effect
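FP read-out: FITC-PTAP peptide, 50 nM final, binding Tsg101 binding domain, 10 uM final; 20 min, r.t.; 10 mM HEPES pH 7.5, 0.15 M NaCl, 0.01% Tween 20, 3 mM EDTA, 0.1 mM TCEP.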
B2AR arrestin = qHTS assay of beta-arrestin-biased ligands of beta2-adrenergic receptor | Potency, µM (highest dose often 46.1 µM), for inactives: at the highest dose activation, most hits filed as activators | Beta-2 adrenergic receptor (Homo sapiens), P07550 | beta-arrestin recruitment to beta2AR, cell-based reporter | actives 0.02% (n = 330,000) | AID 492947, 2010;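 further: potency means the concentration at half of the fitted maximal effect; 0% = DMSO controls and full agonism = EC100 isoproterenol or metaproterenol; nearly all actives have a fitted effect of over 65% in size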
Target sequence (P07550 whole entry, looked up): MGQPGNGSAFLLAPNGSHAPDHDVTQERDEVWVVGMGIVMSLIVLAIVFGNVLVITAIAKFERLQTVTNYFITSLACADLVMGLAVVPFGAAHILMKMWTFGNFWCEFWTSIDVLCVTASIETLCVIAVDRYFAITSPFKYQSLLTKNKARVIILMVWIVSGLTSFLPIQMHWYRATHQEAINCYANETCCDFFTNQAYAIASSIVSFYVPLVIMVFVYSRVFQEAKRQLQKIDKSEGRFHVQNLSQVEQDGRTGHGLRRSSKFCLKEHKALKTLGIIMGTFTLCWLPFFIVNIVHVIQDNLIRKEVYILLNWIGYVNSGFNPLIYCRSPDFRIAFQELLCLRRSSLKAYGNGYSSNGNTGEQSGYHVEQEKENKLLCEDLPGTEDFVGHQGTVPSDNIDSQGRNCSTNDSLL
p53 reactivator = qHTS assay for re-activators of p53 using a Luc reporter; H1299 p53-A138V BP100-luciferase reporter, luminescence, 24 h; Potency, µM (top dose mostly 92.2 µM), inactives show top-dose activity change, positive = activation, hits mostly activators; AID 504706, 2011; actives 0.063% (n = 320,000); further: potency means the concentration at half of the fitted maximal effect; % of control where 0% means no effect; nearly all actives have a fitted effect of over 45% in size
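H1299 (p53-null), stable ts p53-A138V + BP100-Luc; 1000 cells/well, Opti-MEM/10% FBS; cpd 4 pt, 1:5; 24 h, 37 deg C, 5% CO2; detection reagent 10 min RT; luminescence.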
TRPV1 agonist = HTS Assay for Compounds that Act as Agonists of the Vanilloid Receptor 1; TRPV1-expressing cells, Fluo-8 calcium influx, agonist mode; Transient receptor potential cation channel subfamily V member 1 (Homo sapiens), Q8NER1; activation, % at 8.33 µM; actives 0.19% (n = 320,000); in the data active means activation above about 80%; inconclusive means between about 30% and that limit; further: 0% is about no effect
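Fluo-8 calcium influx in TRPV1-expressing cells, kinetic read (ex 480/em 520 nm). Compound added and read 3 min for agonist activity, followed by capsaicin at EC20 final and 2 min further read for enhancement.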
S-ASM inh = Inhibitors of Secretory Acid Sphingomyelinase (S-ASM): qHTS; Sphingomyelin phosphodiesterase (Homo sapiens), P17405; placental ASM, HMU-PC fluorogenic substrate, 60 min; Potency, µM (doses to about 57.5 µM), inactives show at the top dose activity change, negative = inhibition, actives largely listed as inhibitors; actives 0.006% (n = 340,000); AID 504937, 2011; further: potency means the concentration at half of the fitted maximal effect
Target sequence (P17405 47-631 limits assumed): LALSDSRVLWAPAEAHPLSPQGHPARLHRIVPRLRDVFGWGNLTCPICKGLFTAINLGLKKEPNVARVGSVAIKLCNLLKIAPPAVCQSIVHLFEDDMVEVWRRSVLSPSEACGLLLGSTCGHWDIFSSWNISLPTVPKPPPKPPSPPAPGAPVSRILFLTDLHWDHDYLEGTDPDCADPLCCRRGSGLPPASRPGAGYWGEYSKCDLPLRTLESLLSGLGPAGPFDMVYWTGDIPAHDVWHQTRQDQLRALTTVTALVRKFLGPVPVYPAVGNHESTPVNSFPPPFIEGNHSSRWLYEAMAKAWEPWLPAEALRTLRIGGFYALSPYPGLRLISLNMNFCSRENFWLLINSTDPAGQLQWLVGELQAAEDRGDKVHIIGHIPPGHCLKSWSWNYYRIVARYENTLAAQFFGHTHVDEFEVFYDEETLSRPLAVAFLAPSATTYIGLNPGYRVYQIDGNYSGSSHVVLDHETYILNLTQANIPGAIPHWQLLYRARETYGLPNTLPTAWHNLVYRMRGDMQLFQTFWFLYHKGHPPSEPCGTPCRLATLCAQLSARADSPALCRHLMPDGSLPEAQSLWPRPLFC
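Human placenta-derived ASM enzyme was preincubated with compound for 10 minutes at room temperature, then given fluorogenic substrate HMU-PC0 (9 uM final) for 60 minutes at 37 °C; a pH 10 stop preceded fluorescence reading at Ex 386/Em 447 nm.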
* hit, by the source's call; ? = inconclusive; · = no result given; [ ] = dose if it differs, or a comment. Unless noted, the call rests on the fitted dose curve; in most records, active means well fitted curve in the direction sought with a large enough effect; inconclusive means small, poorly fitted or top-dose-only effect, or another doubt; inactive means no such curve, though single readings can be large; an effect the other way counts as inactive or inconclusive.

SMILES	ELG1 genotox	Eya2 phos inh	USP2a inh	BRCA1 expr act	uPA surface inh	a7 integrin act	TSG101-PTAP inh	B2AR arrestin	p53 reactivator	TRPV1 agonist	S-ASM inh
O=c1c2ccccc2nnn1CSc1nc2ccccc2c(=O)n1CCCO	2%	7%	9%	-1%	-1%	-52%[inhibitor]	-4%	0.0%	-3%	3	-7%
O=C(CCCN1C(=O)/C(=C\c2cccs2)SC1=S)Nc1cccnc1	3%	-3%	-2%	-60%	-7%	-39%[inhibitor]	-1%	-0.1%	10%	25	-2%
Cc1ccc(CNC(=O)c2ccc3nc4[nH]c5ccccc5c4nc3c2)cc1	12%	-5%	6%	·	·	·	·	-0.5%	6%	0	·
COc1cc2nc(CSc3nc(-c4ccc(F)cc4)cs3)[nH]c(=O)c2cc1OC	-5%	-7%	-3%	-42%	0%	0%	-5%	-1.0%	-4%	6	-1%
O=C(Cc1ccc(Br)cc1)OCC(=O)N1CCOCC1	2%	6%	0%	-6%	-16%	-7%	4%	0.4%	1%	·	7%
COCCn1c(CN(Cc2ccccc2)Cc2ccccc2)nc2c1c(=O)n(C)c(=O)n2C	-7%	-8%	?	-15%	6%	4%	-2%	-0.5%	-1%	·	0%
COc1ccc(/C=C2\SC(=S)N(CCC(=O)NC3CCCC3)C2=O)cc1OC	-2%	8%	0%	-2%	0%	-28%	-9%	-0.1%	3%	-1	-4%
COc1ccc(N2CCN(C(=O)c3ccc(Cn4c(=S)[nH]c5ccc(N6CCOCC6)cc5c4=O)cc3)CC2)cc1	8%	5%	2%	?	1%	14%	1%	0.0%	4%	0	58%[activator]
CC(C)CCN(CCC(C)C)C(CO)(CO)CO	-1%	2%	-4%	1%	-2%	12%	-2%	-1.0%	1%	1	5%
O=c1[nH]c(Sc2ccc([N+](=O)[O-])cc2[N+](=O)[O-])nc2ccccc12	·	·	·	-52%	?	-54%[inhibitor]	-7%	·	·	·	-6%
Cc1ccccc1NC(=O)Cc1nc(CSc2nnc(-c3ccc4c(c3)OCO4)o2)cs1	8%	11%	3%	?	11%	-4%	0%	-0.3%	9%	5	-2%
CCN(CC)S(=O)(=O)c1cc(NC(=O)CSc2nc3c(cc2C#N)C(=O)CC(C)(C)C3)ccc1C	-17%	-11%	0%	-78%[inhibitor]	-7%	20%	0%	0.2%	7%	0	-7%
Cc1oc(-c2ccccc2)nc1CSc1nc2c(c(=O)[nH]1)CCC2	-3%	1%	4%	-24%	0%	0%	2%	-0.7%	10%	0	-1%
Nc1cc(-c2ccc(Cl)cc2)nn1S(=O)(=O)c1ccccc1	-1%	-24%	3%	4%	-23%	0%	-10%	-0.6%	-5%	-1	-1%
COc1ccc(C)cc1C(=O)CCC(=O)NCCc1ccc(S(N)(=O)=O)cc1	3%	5%	-7%	-2%	13%	3%	-10%	-0.7%	-7%	4	0%
CC(=O)c1ccc(NC(=O)CSc2nc3ccccc3c(=O)n2CCCN2CCOCC2)cc1	15%	-21%	-1%	-21%	-18%	-1%	-3%	0.7%	-11%	·	1%
C=Cc1ccc(Cn2nc(-c3ccc(C)cc3)ccc2=O)cc1	-4%	?	-2%	-25%	2%	-19%	-6%	0.4%	3%	?	?
CN(C(=O)c1cccnc1)c1nnc(-c2cnccn2)s1	14%	-3%	1%	-19%	1%	-17%	-4%	-0.3%	?	0	5%
O=C1CCC(C(=O)NCCCn2ccnc2)N1 (stereo not drawn)	2%	2%	1%	1%	3%	0%	-5%	0.0%	9%	-5	2%
CSc1n[nH]c(NC(=O)c2c(-c3c(Cl)cccc3Cl)noc2C)n1	0%	-13%	0%	-8%	3%	19%	8%	0.1%	4%	1	-9%
CC1CC(C)(C)NCCNC(C)CC(C)(C)NCCN1 (stereo not drawn)	-1%	19%	2%	1%	2%	19%[7.66 µM]	-7%	0.1%	-2%	-1	0%
CCCCc1[nH]c(=O)c(C#N)c2c1CSC(C)(C)C2	6%	31%	3%	13%	·	-9%	-6%	-0.5%	-1%	-3	189%[activator]
Cc1cccc(/C=C2/Sc3ccc(C(=O)NCCCN4CCOCC4)cc3NC2=O)c1	1%[9.26 µM]	0%	1%	·	·	·	·	-1.0%	2%	-2	·
CCOC(=O)NNc1cc(C(F)(F)F)ccn1	-1%	8%	-1%	-4%	4%	?	-2%	-0.8%	-4%	·	2%
CCOc1ccc(NC(=O)N2CCN(Cc3ccc4c(c3)OCO4)CC2)cc1	0%	9%	0%	-10%	-7%	?	-8%	-0.6%	-3%	?	2%
Cc1cc(C(=O)N2CCCC(N3CCN(c4ccc(F)cc4)CC3)C2)no1 (stereo not drawn)	0%	-11%	3%	-12%	14%	10%	-5%	0.2%	-5%	2	0%
O=C(CN1C(=O)NC2(CCc3ccccc32)C1=O)c1c[nH]c2ccccc12 (stereo not drawn)	-2%	4%	-1%	-14%	3%	13%	0%	0.1%	-9%	-1	-4%
Cc1nc(-c2ccccc2O)n(S(=O)(=O)N(C)C)n1	-3%	1%	1%	3%	-2%	9%	-5%	-0.2%	19%	-15	0%
O=C(O)/C=C/C(=O)N1CCN(c2ccc(F)cc2)CC1	0%	-6%	3%	13%	-3%	0%	0%	0.0%	5%	2	8%
FC(F)(F)c1cc(-c2ccco2)nc(NCc2ccccc2)n1	-3%	2%	3%	0%	-1%	-11%	-7%	-0.6%	-2%	23	5%
Cc1ccc2c(c1)C1CN(C)CCC1N2C(=S)Nc1ccc(Cl)cc1Cl (stereo not drawn)	-6%	6%	0%	-73%	1%	-2%	-1%	0.0%	-4%	-1	-2%
CCc1ccccc1S(=O)(=O)Cc1ccc(C(=O)NC2CCCC2)o1	-3%	3%	3%	-7%	0%	-15%	-4%	0.3%	-3%	2	18%
COc1ccc(CCC(C)NC(=O)Cc2ccc(OC)c(OC)c2)c(OC)c1 (stereo not drawn)	-5%	-10%	12%	-22%	-5%	13%	0%	-0.5%	-2%	-3	0%
CCN(CC)CCN(C(=O)c1ccc(Br)s1)c1nc2cc3c(cc2s1)OCO3	1%	20%	11%	5%	-14%	-5%	-1%	-0.2%	9%	4	1%
Cc1ccc(CCNS(=O)(=O)c2cc3c(cc2Cl)NC(=O)CO3)cc1	-1%	6%	-1%	-8%	10%	1%	1%	-0.4%	6%	1	-3%
Cc1ccc(NC(=O)C2CCN(S(=O)(=O)c3cccnc3)CC2)cc1C	-5%	12%	0%	-12%	23%	-27%	1%	-0.4%	9%	?	1%
CCc1cccc(C)c1NC(=O)CCCC(=O)O	7%	-1%	4%	-4%	-6%	22%	0%	-0.3%	-11%	1	-2%
COC(=O)C1=C(C)NC(=S)NC1c1ccc(-c2ccccc2C(=O)OC)o1 (stereo not drawn)	-5%	7%	0%	-21%	1%	26%	1%	-0.8%	-5%	1	1%
CC(NC(=O)c1ccccc1)c1ccc(F)cc1 (stereo not drawn)	1%	0%	1%	13%	5%	8%	-3%	0.1%	-4%	6	2%
O=C(Nc1nnc(-c2ccco2)o1)c1ccc(Cl)cc1	-6%	5%	2%	-10%	-4%	-48%[inhibitor]	0%	0.1%	22%	1	-2%
Cc1ccc(OCC(=O)NNC(=S)NCc2ccccc2)cc1	-3%	1%	0%	0%	4%	-5%	-3%	0.2%	-4%	-1	3%
N/C(=N\c1nc2ccccc2o1)NC(=O)c1ccccc1F	?	-3%	13%	91%	-5%	-8%	0%	-0.3%	?	5	3%
COc1cccc(C2c3[nH]c4ccccc4c3CCN2C(=O)c2ccccc2F)c1OC (stereo not drawn)	-3%	-6%	-7%	-40%	-7%	-16%	-3%	0.1%	16%	2	-16%

Rows are unselected. About 2.6% of those tested had a hit in this group.
